# RNase H inhibition: RNase H inhibition, HIV 1 Gag Pol polyprotein, FRET biochemical assay, screening (AID 372); hit rate 0.77% among 100,000; inhibition, % at 10 µM, or IC50 in µM where a hit was titrated; HIV-1 RT RNase H, FRET RNA/DNA substrate fluorescence; higher % means a stronger effect; in the data active = inhibition above about 50%
# * marks the source's active call; other numbers are inactive results. Only part of the results is shown. The share of hits here may be higher or lower than overall.
SMILES,RNase H inhibition
O=C(/C=C/c1cccc([N+](=O)[O-])c1)N1CCc2ccccc2C1,31%
Cc1cc(C)cc(NC(=O)c2ccc(C)c([N+](=O)[O-])c2)c1,0%
COc1ccc(C(=O)Oc2ccc(C=C3C(=O)NC(=S)NC3=O)cc2OC)cc1,21%
O=C1c2ccccc2C(=O)N1c1ccc2c(c1)C(=O)N(c1ccccc1)C2=O,13%
CN1CCN(Cc2c(O)ccc3cc(-c4nc5ccccc5[nH]4)c(=O)oc23)CC1,0%
NC(=O)c1ccccc1NC(=O)/C(=C/c1ccccc1)c1ccccc1,4%
O=C1C(=O)N(c2nccs2)C(c2ccccc2[N+](=O)[O-])/C1=C(/O)c1ccccc1 (stereo unspecified),5%
COc1cc(/C=c2\sc3nc4ccccc4n3c2=O)cc(Cl)c1OCc1ccc(Cl)cc1,12%
CC(=O)c1cc(C#N)c(SCC(=O)c2ccc(O)c(O)c2)nc1C,75%*
CCCC(=O)Nc1ccc(NC(=O)/C=C/c2ccccc2)cc1,13%
N/C(=N\OC(=O)CCc1ccccc1)c1ccc(Cl)cc1,4%
CCN1C(=O)/C(=C/c2c(Cl)cccc2Cl)SC1=S,43%
Cc1ccc(N[C@@H]2O[C@@H](C)[C@H](O)[C@@H](O)[C@H]2O)c([N+](=O)[O-])c1,9%
O=C1C=C(NNC(=O)c2ccncc2)CC(c2ccco2)C1 (stereo unspecified),3%
O=C(CCNc1ccc2ccccc2c1)c1ccc(Cl)c(Cl)c1,22%
O=C1Nc2c(S(=O)(=O)N3CCOCC3)cc(S(=O)(=O)N3CCOCC3)c3cccc1c23,0%
O=C1NC(=S)S/C1=C/c1cc([N+](=O)[O-])ccc1OCCOc1ccc(Br)cc1,33%
O=C(COc1ccc2ccccc2c1)Nc1cc([N+](=O)[O-])ccc1F,9%
COC(=O)CN(c1ccc(C)cc1)S(=O)(=O)c1ccc(Cl)c(Cl)c1,13%
COc1ccc(CC(=O)Nc2ccc(S(=O)(=O)N3CCCCCC3)cc2)cc1,7%
COc1cc(OC)c(NC(=O)c2ccccc2Cl)cc1Cl,15%
N#Cc1c(-c2ccccc2)cc(-c2ccco2)c(C#N)c1N,18%
OC1(c2ccc(Br)cc2)CCN(Cc2ccccc2)CC1,7%
O=C1NC(=O)N(c2ccc(F)cc2)C(=O)/C1=C/c1ccc(Sc2ccc(Cl)cc2)o1,8%
CCCCn1c2ccccc2n2c(C(=O)OC)c(C)nc12,6%
COc1ccc(-c2ccc(/C=C/c3cc(C(F)(F)F)[nH]c(=O)n3)o2)c([N+](=O)[O-])c1,7%
O=c1c2c(nc(SCc3ccccc3)n1CC1CCCC1)-c1ccccc1CC21CCCC1,4%
Cc1cc(OCC(=O)NC2CCCCC2C)cc(C)c1Cl (stereo unspecified),14%
COc1ccc(C(=O)NC(=S)Nc2cccc([N+](=O)[O-])c2)cc1,8%
CC(C)Oc1ccc(C(=O)NC(=S)Nc2cccc(-c3nc4ccccc4s3)c2)cc1,10%

# Reprinted from the part before: 5 entries, then new ones.
SMILES,RNase H inhibition
COc1ccc(-c2ccc(/C=C/c3cc(C(F)(F)F)[nH]c(=O)n3)o2)c([N+](=O)[O-])c1,7%
O=c1c2c(nc(SCc3ccccc3)n1CC1CCCC1)-c1ccccc1CC21CCCC1,4%
Cc1cc(OCC(=O)NC2CCCCC2C)cc(C)c1Cl (stereo unspecified),14%
COc1ccc(C(=O)NC(=S)Nc2cccc([N+](=O)[O-])c2)cc1,8%
CC(C)Oc1ccc(C(=O)NC(=S)Nc2cccc(-c3nc4ccccc4s3)c2)cc1,10%
CCOc1ccc(N2C(=O)NC(=O)/C(=C\c3ccccc3OC)C2=O)cc1,5%
Cc1nc2ccccn2c1C(=O)N/N=C/c1ccccc1,5%
CSc1nc2c(cc1C#N)CCCC2,16%
COc1ccc(-n2c(-c3cc(OC)c(OC)c(OC)c3)n[nH]c2=S)cc1,5%
O=C(O/C(=C/c1nc2ccccc2n1CCOc1ccc(Br)cc1)c1ccccc1Cl)c1ccccc1Cl,12%
COc1cc(C(=O)N2CCN(c3ccccc3)CC2)c([N+](=O)[O-])cc1OC,0%
O=C(CSc1nc2ccccc2s1)c1ccc2c(c1)Cc1ccccc1-2,13%
CCOc1ccc(NCC(O)Cn2c3ccc(Cl)cc3c3cc(Cl)ccc32)cc1 (stereo unspecified),25%
Cc1ccc(-c2ccc(OCC(=O)N3CCCc4ccccc43)cc2)cc1,17%
CCSCCOC(=O)C1=C(C)NC2=C(C(=O)CC(c3ccccc3)C2)C1c1ccccc1 (stereo unspecified),7%
Cc1cc([N+](=O)[O-])ccc1NCc1cc(F)ccc1F,8%
CCOCCOC(=O)c1ccc(NC(=O)c2cccnc2)cc1,0%
Cc1ccc(S(=O)(=O)Nc2cc(C(C(=O)OC(C)C)C(=O)C(F)(F)F)c(O)c3ccccc23)cc1 (stereo unspecified),17%
O=C(Oc1ccc2oc(=O)sc2c1)c1ccccc1,6%
COc1ccc2nc(NC(=O)COC(=O)CN3C(=O)c4ccccc4C3=O)sc2c1,6%
COc1cccc(C(=O)NC(=S)Nc2ccc(-c3nc4ccccc4o3)cc2)c1,5%
CC(C)(C)c1ccc(OCCn2cc(/C=C3\SC(N)=NC3=O)c3ccccc32)cc1,20%
O=C(Nc1cc(NC(=O)c2cc(Cl)ccc2Cl)ccc1Cl)c1ccccc1,20%
COc1ccc(OC)c(CNc2ccccc2)c1,15%
O=C(O)c1ccccc1N=Nc1cc(-c2ccccc2)oc1O,1%
O=[N+]([O-])c1ccc(S(=O)(=O)Nc2ccccc2CO)cc1,8%
COc1ccc(C2C(C#N)=C(N)OC3=C2C(=O)CC(C)(C)C3)cc1C (stereo unspecified),0%
O=C1NC(=S)NC(=O)C1=Cc1ccc(O)c(Br)c1,11%
CC(=O)C(C(=O)c1ccccc1)C1(O)C(=O)Nc2ccccc21 (stereo unspecified),7%
Cc1cc(Nc2ccc3c(c2)n(C)c(=O)n3C)n2c(nc3ccccc32)c1C#N,23%
CCN(CC)S(=O)(=O)c1ccc2[nH]c(=O)[nH]c2c1,0%
Cc1ccc2oc(-c3ccc(NC(=O)c4ccc(Cl)c([N+](=O)[O-])c4)cc3)nc2c1,11%
N#CC1=C(N)C(C#N)(C#N)C(c2ccco2)C2CCCC=C12 (stereo unspecified),0%
Cc1ccc(C=Nc2cc(C)on2)c(O)c1,0%
CCCCNC(=O)/C(=C/c1ccccc1)NC(=O)c1ccc(OC)cc1,0%
Cc1ccc[n+](CC(=O)c2ccc(-c3ccccc3)cc2)c1C,5%
CCCC(=O)NC(NC(=S)Nc1cccc2ccccc12)C(Cl)(Cl)Cl (stereo unspecified),0%
CCc1ccc(NC(=O)c2cccc(Cl)c2Cl)cc1,9%
Cc1ccc(C(=O)NC2CC(C)(C)NC(C)(C)C2)c(Cl)c1,15%
O=C1C2C3C=CC(C4CC34)C2C(=O)N1c1ccc(Br)cc1 (stereo unspecified),10%
Cc1cccc(N2C(=O)NC(=O)/C(=C\c3ccc([N+](=O)[O-])s3)C2=O)c1,13%
CCOc1ccc(N2C(=O)CC(SCC(=O)Nc3ccc(F)cc3)C2=O)cc1 (stereo unspecified),0%
COc1ccc(CC(=O)Oc2ccc3c(c2)C(C)=CC(C)(C)N3)cc1,21%
CC1=C(C(=O)Nc2ccccc2Cl)C(c2ccc(F)cc2)NC(=S)N1 (stereo unspecified),1%
COc1ccc(C(NC(C)=O)c2ccc3cccnc3c2O)c(OC)c1 (stereo unspecified),0%
CC1(C)CC(=O)C(C=NCc2cccc(Br)c2)=C(O)C1,8%
COc1ccccc1/C=C1\C=C(c2ccc(Cl)cc2)OC1=O,1%
COc1cc(/C=C(\C#N)c2nc(-c3ccc(Cl)cc3)cs2)ccc1O,28%
CCOC(=O)C1CCN(C(=O)Nc2ccc(Cl)cc2)CC1,6%
CC(=O)C1=C(O)C(=O)N(CCCO)C1c1ccccc1 (stereo unspecified),3%
O=C1C=CC(=O)c2c1c(-c1ccccc1)nn2-c1ccccc1,28%
O=C(Nn1c(O)c(/C=C2\C=Nc3ccccc32)sc1=S)c1cccc(O)c1,14%
COc1cc(S(=O)(=O)N2CCOCC2)c(OC)cc1Cl,7%
O=C(Nc1nnc(/C=C/c2ccccc2)s1)c1cccs1,12%
O=C(CCCC(=O)N1CCCCC1)NCc1ccco1,0%
# Next results
SMILES,RNase H inhibition
Cc1cc(C)cc(NC(=O)CN(c2ccc(Oc3ccccc3)cc2)S(C)(=O)=O)c1,18%
O=C1C(=O)N(Cc2ccc(F)cc2)c2ccc(Br)cc21,11%
Cc1cc(OCCn2cc(C=C3C(=O)NC(=O)NC3=O)c3ccccc32)ccc1Cl,23%
COc1ccc2c(c1)CC/C(=C/Nc1ccc3c(c1)OCO3)C2=O,20%
COC(=O)c1cc(NC(=O)c2ccc(OCc3ccccc3)cc2)cc(C(=O)OC)c1,19%
CCOC(=O)c1sc(NC(=O)c2cc3ncc(Br)cn3n2)c(C(=O)OCC)c1C,5%
CC1=C(C(=O)Nc2cccc(C(F)(F)F)c2)C(c2ccncc2)C2=C(CCCC2=O)N1 (stereo unspecified),3%
CC1(C)CC(=O)C=C(NCc2ccncc2)C1,0%
Cc1ccc(NC2=C(Cl)C(=O)N(c3ccccc3Cl)C2=O)cc1Cl,6%
Cc1n[nH]c(=S)n(/N=C/c2cc(Cl)ccc2Cl)c1=O,4%
COC(=O)c1ccc(NC(=O)c2c(O)c3ccccc3n(C)c2=O)cc1,8%
COc1ccc(C2/C(=C(\O)c3ccc([N+](=O)[O-])cc3)C(=O)C(=O)N2CCCCCC(=O)O)c(OC)c1 (stereo unspecified),14%
Cc1ccc(OCc2nnc(NC(=O)OCC(C)C)s2)c(C)c1,10%
CCCCCCCCNS(=O)(=O)c1ccc([N+](=O)[O-])cc1,14%
COc1ccc(N(CC(=O)Nc2ccc(Oc3ccccc3)cc2)S(C)(=O)=O)cc1Cl,8%
CCOc1ccc2nc(SCC(=O)Nc3ccc(OC)cc3OC)sc2c1,4%
Cc1ccc(C(=O)NC(NCc2ccco2)C(Cl)(Cl)Cl)cc1 (stereo unspecified),4%
NC(=O)C1CCN(CCC(=O)Nc2ccccc2Cl)CC1,0%
Cc1c(/C=C2\C(=O)NC(=O)N(c3cccc(Br)c3)C2=O)c2ccccc2n1C,20%
O=C1S/C(=C\c2ccc(Br)cc2)C(=O)N1c1ccc(Cl)cc1,6%
CC(=O)c1cccc(NC(=O)c2ccc(OC(C)C)cc2)c1,13%
CCOc1ccc(N2C(=O)NC(=O)/C(=C\c3cc(Cl)c(OCC(=O)O)c(Cl)c3)C2=O)cc1,14%
NS(=O)(=O)c1cccc(NC(=O)c2cc(I)ccc2Cl)c1,0%
O=Nc1c(-c2ccccc2)[nH]n(-c2ccccc2)c1=O,4%
CC(=O)c1ccc(N=Cc2c(C)[nH]n(-c3ccccc3)c2=O)cc1,0%
COc1ccc([N+](=O)[O-])cc1NC(=O)CC(c1ccccc1)c1ccccc1,3%
Cc1ccsc1/C=C1/SC(N2CCCC2)=NC1=O,3%
COC(=O)c1ccc(C(=O)OC)c(NC(=O)COc2ccc(Cl)cc2C)c1,0%
Cc1ccc(/C=N/NC(=O)c2ccoc2C)cc1,13%
C/C(=N\Nc1nnc(-c2ccccc2)c(-c2ccccc2)n1)c1cccc([N+](=O)[O-])c1,0%

# Reformatted with tabs: part of the list above
SMILES	RNase H inhibition
CC1=C(C(=O)Nc2cccc(C(F)(F)F)c2)C(c2ccncc2)C2=C(CCCC2=O)N1 (stereo unspecified)	3%
CC1(C)CC(=O)C=C(NCc2ccncc2)C1	0%
Cc1ccc(NC2=C(Cl)C(=O)N(c3ccccc3Cl)C2=O)cc1Cl	6%
Cc1n[nH]c(=S)n(/N=C/c2cc(Cl)ccc2Cl)c1=O	4%

# 5 compounds picked at random from those above, as already listed:
SMILES,RNase H inhibition
NS(=O)(=O)c1cccc(NC(=O)c2cc(I)ccc2Cl)c1,0%
COC(=O)c1ccc(C(=O)OC)c(NC(=O)COc2ccc(Cl)cc2C)c1,0%
COc1ccc([N+](=O)[O-])cc1NC(=O)CC(c1ccccc1)c1ccccc1,3%
C/C(=N\Nc1nnc(-c2ccccc2)c(-c2ccccc2)n1)c1cccc([N+](=O)[O-])c1,0%
CCOc1ccc(N2C(=O)NC(=O)/C(=C\c3cc(Cl)c(OCC(=O)O)c(Cl)c3)C2=O)cc1,14%

# Other entries.
SMILES,RNase H inhibition
CCc1nnc(/N=C/c2c(C)[nH]n(-c3ccc(C)c(C)c3)c2=O)s1,9%
CCC1=NN2C(=N)/C(=C/c3ccc(-c4ccc(F)cc4)o3)C(=O)N=C2S1,6%
COc1ccc(OC)c(NC(=O)C(=O)N/N=C/c2ccccc2)c1,20%
CCOC(=O)N1CCN(C2CC(=O)N(c3ccc(Cl)cc3)C2=O)CC1 (stereo unspecified),6%
COc1cc(C=O)ccc1OCCOc1ccc(C)cc1Cl,17%
Cc1ccc(-c2ccc(NC(=O)c3ccccc3)cc2)o1,0%
COc1ccc(Br)cc1/C=C/C(=O)Nc1cccc([N+](=O)[O-])c1,3%
CCOC(=O)COc1ccc(/C=C(/C#N)C(=O)Nc2ccc(Cl)cc2)cc1,11%
COc1cc(NC(=O)CCCc2ccccc2)c(OC)cc1Cl,7%
O=C1NC(=O)/C(=C\c2cc3c(cc2[N+](=O)[O-])OCO3)S1,15%
O=C(/C=C/c1ccc(-c2cccc([N+](=O)[O-])c2)o1)c1cccs1,10%
CCOC(=O)C1CCCN(Cc2ccc(OC)c(C)c2C)C1 (stereo unspecified),28%
COc1ccc(C(=O)NC(CO)(CO)CO)cc1OC,10%
O=C(/C=C/c1ccc(-c2ccccc2Cl)o1)c1ccco1,34%
COc1ccc(C2CC(=O)C3=C(C2)NC(C)=C(C(=O)OC2CCCCC2)C3c2ccc(F)cc2)cc1 (stereo unspecified),1%
O=C(/C=C/c1ccc(-c2ccccc2[N+](=O)[O-])o1)c1ccc(Br)cc1,25%
O=C1NCc2ccccc2C1(c1ccc(F)cc1)c1ccc(F)cc1,16%
C/C(=N\NC(=O)COc1ccccc1C)c1ccccc1,10%
Cc1ccc2cc(C)c(Nc3ccccc3)nc2c1,15%
Clc1ccc2c(Sc3cccc4cccnc34)ccnc2c1,27%
Cc1cccc(-n2c(C)cc(/C=C3/NC(=O)NC3=O)c2C)c1,0%
Cc1ccc2oc(-c3ccc(NC(=O)/C=C/c4ccccc4)cc3O)nc2c1,22%

# Compound activity deposited in PubChem BioAssay by MTDP.
